GALK inh: inhibitors of human galactokinase. Purified GALK, Kinase-Glo residual ATP luminescence. Potency, µM (highest dose often 57.5 µM), without a hit: at the highest dose activity change, negative = inhibition, most hits filed as inhibitors. 270,000 compounds, 0.007% hits. AID 1868; also: potency is read from the fitted curve at half-maximal effect; % is scaled to controls: 0 for no effect and ±100 for the full control effect
Target sequence (P51570 whole entry, looked up): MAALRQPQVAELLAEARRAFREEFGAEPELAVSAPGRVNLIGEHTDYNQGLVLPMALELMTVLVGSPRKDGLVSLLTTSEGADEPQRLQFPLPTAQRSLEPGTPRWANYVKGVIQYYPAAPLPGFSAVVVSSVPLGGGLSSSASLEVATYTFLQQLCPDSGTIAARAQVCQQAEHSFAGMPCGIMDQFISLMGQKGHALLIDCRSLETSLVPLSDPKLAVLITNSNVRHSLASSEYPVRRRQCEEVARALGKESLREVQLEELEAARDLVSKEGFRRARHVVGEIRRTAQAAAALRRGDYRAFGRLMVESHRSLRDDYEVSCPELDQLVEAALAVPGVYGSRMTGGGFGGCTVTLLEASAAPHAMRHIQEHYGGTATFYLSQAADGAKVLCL
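ATP-depletion format; final 35 uM ATP, 100 uM D-galactose, 5 nM enzyme; pH 8.0 HEPES/Mg2+ buffer; 60 min RT; luminescence read 10 min after detection reagent.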
Mito fusion yeast: blocks mitochondrial division or promotes mitochondrial fusion | S. cerevisiae fusion-defective mutant growth rescue, CellTiterGlo 48 h | Potency, µM (top dose mostly 46.1 µM), for the others: top-dose growth rescue (activation), most hits filed as activators | 320,000 compounds, 0.23% hits;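 also: potency is read from the fitted curve at half-maximal effect; % of control where 0% means no effect; nearly all actives have a fitted effect of over 45% in size; temperature-sensitive fusion mutants such as fzo1-1 at 37 °C on non-fermentable ethanol glycerol medium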
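Read-out: ATP-based luminescence (CellTiterGlo, 10 min ambient) reporting growth of fusion-defective ts yeast after 48 hours at 37C on glycerol/ethanol YPEG medium in the presence of compound.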
USP2a block: USP2a (human) protease inhibition | O75604 | USP2 core, Ub-CHOP2 coupled fluorogenic reporter, 485/531 | Potency, µM (doses to about 38.3 µM), without a hit: top-dose activity change, negative = inhibition, usual class: inhibitors | 330,000 compounds, 0.01% hits;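 also: potency is read from the fitted curve at half-maximal effect; plate controls were DMSO wells for no effect and full inhibition by NEM control for full effect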
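Cell-free coupled assay: 10nM USP2 core preincubated 30min RT with compound in Tris-HCl pH 8.0/CaCl2/CHAPS buffer, then 25nM Ub-CHOP2 and 25nM reporter substrate; fluorescence (Ex 485/Em 531) read after 60min RT, normalized to NEM inhibition, concentration-response curves fitted.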
BCR signal inh: blocks chronic active B-cell receptor signaling. ABC-DLBCL IkBa-CBG/CBR reporter, luminescence ratio, 4 h. Potency, µM (highest dose often 46.1 µM), for inactives: at the top dose ratio change, negative = lower green/red ratio, usual class: inhibitors. 340,000 compounds, 0.05% hits. AID 493014; active = well fitted inhibition curve with a large enough effect in the signal ratio, with a control signal flat, not every such curve was filed as active; inconclusive = small, poorly fitted or top-dose-only effect, or effect the other way, or a change in a side signal; the % refers to the signal ratio;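 also: potency is read from the fitted curve at half-maximal effect; plate controls were basal doxycycline-induced cells for no effect and cells given 10 µM MG132 for full effect; MG132 reads +100%, hits lower the ratio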
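Doxycycline induced both beetle luciferases in TMD8 lymphoma cells; IKK-driven degradation limits the IkappaBalpha-fused green signal, while red luminescence normalises for cell number and nonspecific effects. Compounds tested up to 46 uM, 4 hrs.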
S-ASM inh: inhibitors of human secretory acid sphingomyelinase | P17405 | placental ASM, HMU-PC fluorogenic substrate, 60 min | Potency, µM (top dose mostly 57.5 µM), for the others: at the highest dose activity change, negative = inhibition, actives largely listed as inhibitors | 340,000 compounds, 0.006% hits | AID 504937; also: potency is read from the fitted curve at half-maximal effect
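Human placenta-derived ASM preincubated with compound 10 min at room temperature, then reacted with 9 uM (final) fluorogenic HMU-PC substrate for 60 min at 37 C. Stop solution raises pH to 10; fluorescence read at Ex 386/Em 447 nm.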
TSHR antag: antagonists of human thyroid stimulating hormone receptor | 330,000 compounds, 0.2% hits | AID 504810 | TSHR-expressing cells, TSH-stimulated cAMP HTRF, 2 h; active compounds read low | activity change, negative = inhibition, % at 11.5 µM;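 active = activity change below a set negative limit, meaning inhibition stronger than a set level, cut at about -70% in these data; inconclusive = activity change between two set negative limits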; also: % is scaled to controls: 0 for no effect and ±100 for the full control effect
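Competitive HTRF cAMP read-out (cryptate anti-cAMP antibody, cAMP-d2; 30 min, room temperature) in freshly harvested TSHR cells. Compounds added before TSH at EC80 (4nM final), followed by 2 hours' incubation at 37 deg C.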
Menin MLL FP TR: displaces Texas Red mutant MLL peptide from human menin | O00255 | Menin + Texas Red MLL mutant peptide, fluorescence polarization | Potency, µM (series often up to 61.6 µM), inactives show at the highest dose FP activity change, negative = inhibition, actives largely listed as inhibitors | 270,000 compounds, 0.23% hits | AID 1768; active = well fitted inhibition curve with a large enough effect in the polarisation, with a control signal flat, not every such curve was filed as active; inconclusive = small, poorly fitted or top-dose-only effect, or effect the other way, or a change in a side signal; inactive = no such curve, though single readings can be large or run the other way; the % refers to the polarisation; also: potency is read from the fitted curve at half-maximal effect; % of control where 0% means no effect; many of its hits are not listed in these tables
Eya2 inh: Eya2 (human) phosphatase inhibition; recombinant Eya2, OMFP fluorescence dephosphorylation (OMFP is methylfluorescein phosphate); O00167; Potency, µM (doses to about 76.9 µM), without a hit: at the top dose activity, negative = inhibition, hits mostly inhibitors; 330,000 compounds, 0.006% hits; also: potency is read from the fitted curve at half-maximal effect; % is scaled to controls: 0 for no effect and ±100 for the full control effect
Target sequence (O00167 whole entry, looked up): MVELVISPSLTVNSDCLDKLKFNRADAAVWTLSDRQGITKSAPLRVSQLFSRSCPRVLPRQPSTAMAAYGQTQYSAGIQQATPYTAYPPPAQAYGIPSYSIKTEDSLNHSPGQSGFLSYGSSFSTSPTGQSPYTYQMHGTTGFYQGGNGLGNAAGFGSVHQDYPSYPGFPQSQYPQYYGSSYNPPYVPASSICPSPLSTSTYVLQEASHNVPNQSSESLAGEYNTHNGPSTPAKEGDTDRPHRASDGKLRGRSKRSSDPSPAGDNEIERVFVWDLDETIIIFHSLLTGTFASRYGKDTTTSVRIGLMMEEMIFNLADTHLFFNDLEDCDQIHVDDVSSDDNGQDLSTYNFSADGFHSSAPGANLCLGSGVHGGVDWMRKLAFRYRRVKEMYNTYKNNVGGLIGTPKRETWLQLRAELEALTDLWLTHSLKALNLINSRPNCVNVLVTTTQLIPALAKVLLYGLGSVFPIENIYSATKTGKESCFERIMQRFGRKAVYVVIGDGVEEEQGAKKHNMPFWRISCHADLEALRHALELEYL
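Eya2 protein (added as 0.2 uM solution) was preincubated with compound for 10 min at ambient temperature in 50 mM HEPES pH 7.5, 50 mM NaCl, 5 uM MgCl2, 0.05% BSA, 1 mM DTT. OMFP (added at 50 uM) then reacted 10 min; fluorescence read at 485/525 nm.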
MBNL1-CUG inh: blocks human MBNL1 binding to CUG repeat RNA; Q9NR56; TR-FRET MBNL1-His/biotin-(CUG)12 binding, 665/545 ratio; Potency, µM (titrated, usually from 57.5 µM), for the others: top-dose activity change, negative = inhibition, hits mostly inhibitors; 280,000 compounds, 0.036% hits; active = well fitted inhibition curve with a large enough effect in the signal ratio, with a control signal flat, not every such curve was filed as active; inconclusive = small, poorly fitted or top-dose-only effect, or effect the other way, or a change in a side signal; inactive = no such curve, though single readings can be large or run the other way; the % refers to the signal ratio; also: potency is read from the fitted curve at half-maximal effect; % is scaled to controls: 0 for no effect and ±100 for the full control effect
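Inhibition of protein-RNA binding appears as loss of TR-FRET between terbium anti-His antibody on MBNL1-His and streptavidin-XL665 on biotin-(CUG)12. Activity is normalized to buffer-only and uninhibited-complex controls.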
KCNH2 WT inh: KCNH2 (human, wildtype) channel inhibition | Q12809 | U2OS, BacMam KCNH2, thallium flux FluxOr; active compounds read low | activity change, % at 1.84 µM | 340,000 compounds, 0.37% hits | AID 720551;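 active = maximum activity change below -70%; inconclusive = maximum activity change between -70% and -50%; inactive = maximum activity change above -50%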; also: % is scaled to controls: 0 for no effect and ±100 for the full control effect
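U2OS cells were transduced with wild-type KCNH2 virus (2.03 x 10^8 / mL) for 4 h at room temperature, then cultured overnight at 37 C. Thallium flux was read with FluxOr dye. Rate constants were normalized to DMSO controls.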
PKM2 act: activators of human pyruvate kinase M2 | P14618 | purified PKM2, Kinase-Glo ATP luminescence, activation; response scale: 0% is enzyme alone, no compound | Potency, µM (top dose mostly 57.5 µM), inactives show at the highest dose activation, usual class: activators | 260,000 compounds, 0.34% hits | AID 1631; also: potency is read from the fitted curve at half-maximal effect; % is scaled to controls: 0 for no effect and ±100 for the full control effect; nearly all actives have a fitted effect of over 55% in size
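ATP formation by purified human PK-M2, quantified via coupled luciferase luminescence after 1 h at room temperature with 0.1 mM ADP and 0.5 mM PEP final.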
Active calls of the source: *; ? = inconclusive; / = not tested or not shown; [ ] = dose if it differs, or a comment. Unless noted, calls follow the shape of the dose curve; as a rule, active = well fitted curve in the direction sought with a large enough effect; inconclusive = small, poorly fitted or top-dose-only effect, or another doubt; inactive = no such curve, though single readings can be large; an effect the other way counts as inactive or inconclusive.

SMILES,GALK inh,Mito fusion yeast,USP2a block,BCR signal inh,S-ASM inh,TSHR antag,Menin MLL FP TR,Eya2 inh,MBNL1-CUG inh,KCNH2 WT inh,PKM2 act
COc1ccc(C(=O)Cc2ccccc2)cc1OC,/,25%,2%,-2%,-2%,-4,3%,4%,6%[11.5 µM],-14,-5%
O=C1CCCN2N=C(SCC(=O)N3N=C(c4ccc(Br)cc4)CC3c3ccc(F)cc3)SC2=N1 (stereo not drawn),-1%,-5%,-1%,4%,-12%,10,-9%,3%,20%,-8,13%
O=C(CC12CC3CC(CC(C3)C1)C2)NCc1ccc(F)cc1,-6%,4%,1%,1%,2%,-13,12%,9%,3%,20,-1%[11.5 µM]
Cc1cc(C)cc(NC(=O)[C@@H](NC(=O)c2ccco2)C(C)C)c1,0%,1%,0%,-3%,23%,-25,7%,-2%,-2%,-12,-5%
Cn1c(=O)c2[nH]c(SCc3ccccn3)nc2n(C)c1=S,-6%,11%,3%,4%,/,14,10%,4%,-3%,/,-3%
COc1ccc(/C=N/NC(=O)c2cccnc2)cc1CSc1nc2ccccc2s1,1%,24%,-2%,?,?,-17,30%[activator],-7%,3%,-8,-12%
COC(=O)Nc1ccc(C)c2nsnc12,3%,2%,4%,?,5%,-2,12%,-6%,?,-1,?
Cc1ccc(NC(=S)c2nc3ccccc3[nH]2)c(C)c1,2%,16%,-2%,?,-8%,5,?,-9%,0%,-7,-14%
CC(C)CNC(=O)COC(=O)c1c2c(nc3ccccc13)/C(=C/c1cccs1)CC2,2%,14%,4%,23%,280%[activator],5,?,4%,28%,-17,5%
Cn1cc(C(CC(=O)O)C(=O)O)c2ccccc21 (stereo not drawn),0%,-3%,4%,?,-3%,-7,20%,15%,4%,17,3%
CCn1c(CNc2ccc(Cl)cc2)nnc1SCC#N,5%,-2%,0%,-8%,3%,-1,15%,-2%,-1%,0,-2%
FC(F)C(F)(F)C1=CC(c2ccccc2)=NCCN1,10%,-3%,-2%,0%,-1%,8,-9%,-11%,-6%,17,-6%
CC1C/C(=N\NC(=O)c2cccnc2)CC(C)(C)C1 (stereo not drawn),-1%,-6%,2%,?,3%,-2,11%,2%,-2%,-21,-1%
O=C(/C(=N/N=C/c1ccc(O)c(O)c1)c1ccccc1)c1ccccc1,-8%,18%,0%,?,?,17,?,-2%,-1%,4,0%
CCSc1nc(-c2ccco2)ccc1C#N,0%,0%,-2%,10%,5%,-5,?,-8%,14%,-7,5%
O=C(N/N=C\c1ccccc1)c1sccc1-n1cccc1,1%,0%,1%,-15%,-3%,-8,5%,-8%,18%,-6,-1%
O=C(CN(Cc1ccc2c(c1)OCO2)C(=O)CSc1nc2ccccc2o1)NC1CCCCC1,-2%,19%,-1%,?,-2%,-5,0%,12%,16%,-21,-11%
O=C(NNC(=O)c1cccc(S(=O)(=O)N2CCc3ccccc32)c1)c1ccccc1,3%,1%,3%,0%,-7%,-10,-13%,-5%,-11%,3,0%
COc1cc(S(C)=O)ccc1-c1nc2ncccc2[nH]1 (stereo not drawn),/,-2%,1%,?,15%,2,?,11%,/,16,/
COc1ccc(CN2C[C@H]3CCCN3c3cc(Br)ccc3S2(=O)=O)cc1,/,/,-1%,?,-6%,-14,/,8%,/,-15,/
O=C(CNC(=O)c1ccc(Br)o1)NCc1ccc(Cl)cc1Cl,6%,4%,0%,0%,-2%,-20,/,0%,-3%,-4,7%
O=C(O)c1ccc2c(c1)C(=O)N(CCc1ccc(O)cc1)C2=O,/,5%,-1%,?,/,-6,7%,-24%,/,/,/
CCOc1ccc(Nc2ccc(C(=O)O)cc2[N+](=O)[O-])cc1,-6%,?,1%,4%,-1%,-14,30%,6%,?,5,/
O=C(O)c1ccc2c(c1)C(=O)N(c1ccc([N+](=O)[O-])cn1)C2=O,4%,2%,1%,?,-3%,15,14%,-17%,?,-20,-3%
CCOC(=O)C1(CCCc2ccccc2)CCN(C(=O)Cc2nonc2C)CC1,-2%,6%,-1%,-13%,-2%,-3,1%,-7%,4%,4,-4%
O=C(Cc1cccs1)N(c1ccc(Br)cc1)C1C=CS(=O)(=O)C1 (stereo not drawn),11%,-1%,2%,0%,3%,-7,-15%,7%,-6%,-2,2%
CC1CN(S(=O)(=O)c2ccccc2)C(C)N1C(=O)N1CCOCC1 (stereo not drawn),10%,2%,2%,6%,2%,8,-5%,2%,-7%,-25,0%
NC(=O)c1ccc(NC(=O)COC(=O)C2(c3cccc(F)c3)CCCC2)cc1,11%,16%,1%,3%,-1%,-7,29%,5%,-7%,-2,-2%
CC(CNC(=O)c1ccc(OC2CCN(Cc3ccccn3)CC2)cc1)Oc1cccnc1 (stereo not drawn),-3%,2%,-2%,1%,/,13,/,0%,-9%,3,-1%
COC(=O)CNS(=O)(=O)c1ccc(OC)cc1,-4%,-1%,0%,0%,-2%,5,18%,3%,-7%,2,0%
CCOC(=O)N1CCN(C(=O)c2cccc(S(=O)(=O)Nc3ccc(OC)cc3)c2)CC1,/,-3%,0%,-1%,0%,5,/,1%,/,16,/
Cc1occc1-c1nnc(SCC(=O)N(C)c2ccccc2)o1,/,2%,0%,0%,1%,-13,/,5%,/,16,/
CCOC(=O)c1c(-c2ccc(C)cc2C)csc1NC(=O)CSc1nnnn1C,4%,?,-1%,?,?,-11,0%,3%[15.4 µM],7%,2,-2%
CC1CC(C)CN(S(=O)(=O)c2ccc(C(=O)NCc3ccco3)cc2)C1 (stereo not drawn),0%,5%,3%,?,0%,5,10%,21%,-10%,-10,2%
COc1cc(NC(=O)c2ccc3c(=O)n(Cc4ccco4)c(=S)[nH]c3c2)cc(OC)c1OC,-1%,1%,2%,?,-11%,5,?,-13%,2%,14,-4%
COc1ccc(NC(=O)CSc2ncnc3c2nnn3-c2ccc(F)cc2)c(OC)c1,4%,3%,1%,-3%,0%,11,-7%,-19%,-8%,-3,-2%
C[C@H](CO)N1C[C@H](C)[C@@H](CN(C)S(=O)(=O)c2ccccc2)Oc2c(NC(=O)Nc3ccccc3)cccc2C1=O,/,/,3%,3%,-5%,-8,/,-26%,/,12,/
COC(=O)c1ccc2c(C)c(C(C)(C)O)[nH]c2c1,/,5%,1%,-8%,61%[activator],11,14%,2%,19%,2,1%
COc1ccc(NC(=O)CSCC(=O)Nc2ccc(C)c(S(=O)(=O)N3CCCCCC3)c2)cc1,/,-6%,-1%,2%,-5%,-15,/,9%,/,3,/
CCOC(=O)CNC(=S)N(Cc1ccc(C)cc1)Cc1ccc(C)o1,1%,1%,-3%,-10%,0%,6,5%,-4%,-2%,4,9%
CCOc1cc(CNc2cccc3[nH]c(C)nc23)ccc1OC,0%,30%,0%,?,-3%,2,7%,0%,-3%,16,/
COc1ccc(/C=N/NC(=O)c2nc(Cl)c(Cl)c(N)c2Cl)cc1COc1ccccc1F,2%,4%,-9%,?,187%[activator],1,?,0%,3%,2,0%
CCCc1ccc(C(=O)NNc2cc(Cl)ccc2Cl)cc1,-1%,-6%,2%,?,-4%,1,/,-16%,/,-14,-2%
O=C(COC(=O)CNC(=O)c1ccco1)Nc1ncc(Cl)cc1Cl,/,0%,5%,-2%,11%,-4,/,7%,/,3,/

An excerpt; the hit share may differ from the screen's.
